Compound activity deposited in PubChem BioAssay by Sanford-Burnham Center for Chemical Genomics.
CXCR6 block: CXCR6 receptor inhibitors, primary screen, cell-based, beta-arrestin, luminescence, CHO-K1 PathHunter, 1536-well | C-X-C chemokine receptor type 6 (Homo sapiens), O00574 | 360,000 tested, 0.36% active | inhibition, % at 20 µM; in the data active = inhibition above about 34%, passing the limit was not always enough;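 note: antagonist mode with CXCL16 agonist at 10 nM final; 0% = 10 nM CXCL16 with DMSO and 100% = unstimulated wells without agonist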
EBI2 antag: EBI2 receptor antagonists, beta-arrestin recruitment, primary screen, cell-based, luminescence, 7a,25-OHC stimulation, uHTS | 7a,25-OHC stimulated | inhibition, % at 5 µM | 360,000 tested, 0.81% active; in the data active = inhibition above about 38%;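 note: enzyme fragment complementation signal reports receptor beta-arrestin coupling in cells; 0% = agonist plus DMSO wells and 100% = wells without agonist; some results beyond the cut were filed as inactive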
Target sequence (P32249 whole entry, looked up, the tested form may be a part): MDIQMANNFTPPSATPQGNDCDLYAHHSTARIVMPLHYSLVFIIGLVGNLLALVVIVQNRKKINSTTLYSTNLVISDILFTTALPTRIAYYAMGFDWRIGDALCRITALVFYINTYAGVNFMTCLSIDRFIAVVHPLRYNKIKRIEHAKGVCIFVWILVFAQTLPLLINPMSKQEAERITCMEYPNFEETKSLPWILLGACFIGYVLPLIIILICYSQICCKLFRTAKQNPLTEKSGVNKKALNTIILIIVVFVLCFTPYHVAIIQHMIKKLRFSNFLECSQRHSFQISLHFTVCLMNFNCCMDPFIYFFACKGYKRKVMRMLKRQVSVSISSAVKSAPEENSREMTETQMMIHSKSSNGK
Gli-Sufu block: Gli-Sufu pathway antagonists, primary screen, luciferase luminescence, Sufu-KO-LIGHT cells, uHTS; Sufu-KO-LIGHT fibroblasts, Gli luciferase reporter luminescence; inhibition, % at 5 µM; 340,000 tested, 0.74% active;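 active = inhibition above about 55%, limit read from the data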;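 note: 0% = DMSO-treated cells and 100% = wells with medium but no cells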
APJ ag: agonists of human apelin receptor APJ, primary screen, CHO-K1 cells, PathHunter beta-arrestin, luminescence; P35414; 0% DMSO wells, 100% apelin; activation, % at 20 µM; 330,000 tested, 0.11% active;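 active = activation more than six SD over the plate average, tested at 20 µM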;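 note: 0% = DMSO alone and 100% = apelin-13 at 10 nM; some results filed as inactive read as strong as hits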
Target sequence (P35414 whole entry, looked up): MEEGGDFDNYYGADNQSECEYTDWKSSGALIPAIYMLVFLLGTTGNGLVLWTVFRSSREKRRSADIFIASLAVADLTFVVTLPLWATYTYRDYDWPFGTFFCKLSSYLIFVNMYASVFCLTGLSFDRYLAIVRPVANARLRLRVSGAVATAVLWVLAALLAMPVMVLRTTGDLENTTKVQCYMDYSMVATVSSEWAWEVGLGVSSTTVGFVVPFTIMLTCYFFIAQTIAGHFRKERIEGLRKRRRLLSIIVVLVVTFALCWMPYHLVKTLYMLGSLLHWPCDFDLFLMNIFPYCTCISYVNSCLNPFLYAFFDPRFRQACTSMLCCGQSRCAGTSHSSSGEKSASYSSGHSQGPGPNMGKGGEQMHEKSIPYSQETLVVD
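Material: CHO-K1 APJ beta-arrestin complementation cell line; Input: cell density 1000 per well; Incubation: compound stimulation 90 min at 25 °C, detection 60 min; Signal: luminescence from split beta-galactosidase complementation, Galacton Star/Emerald II substrate; Controls: DMSO-only wells as negative, 10 nM Apelin-13 as positive control.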
UBC13 polyUb: UBC13 polyubiquitin chain formation inhibitors, primary screen, biochemical, TR-FRET, uHTS; 330,000 tested, 0.47% active; Ubiquitin-conjugating enzyme E2 N (Homo sapiens), P61088; AID 485273, 2010; inhibition, % at 20 µM; in the data active = inhibition above about 45%, passing the limit was not always enough; inconclusive = no clear call, values can overlap the other calls
Target sequence (P61088 whole entry, looked up): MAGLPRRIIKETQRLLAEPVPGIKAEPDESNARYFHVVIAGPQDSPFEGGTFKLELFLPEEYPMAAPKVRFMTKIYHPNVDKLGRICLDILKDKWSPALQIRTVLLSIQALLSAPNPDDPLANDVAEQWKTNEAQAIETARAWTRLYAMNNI
APJ antagonist: antagonists of human apelin receptor APJ, primary screen, CHO-K1 cells, beta-arrestin complementation, luminescence. P35414. inhibition, % at 20 µM. 330,000 tested, 0.32% active. AID 2521, 2010;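 active = inhibition above about 40% at 20 µM, limit read from the data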;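 note: cells challenged with 10 nM apelin-13 agonist together with compound; plate controls were apelin-13 plus DMSO wells for no effect and DMSO wells lacking apelin-13 for full effect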
CCR6 antagonist: CCR6 receptor antagonists, primary screen, cell-based, CHO-K1, luminescence, beta-arrestin, uHTS | AID 493098, 2011 | inhibition, % at 20 µM | 340,000 tested, 0.49% active | CHO-K1 CCR6 PathHunter beta-arrestin, CCL20-stimulated;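 active = compounds whose inhibition of the agonist-driven luminescence signal at 20 µM reaches about 50%, limit read from the data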;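 note: cells stimulated with CCL20 at 14 nM final; plate controls were DMSO with CCL20 for no effect and DMSO without agonist for full effect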
ATG4B inh: ATG4B protease inhibitors, primary screen, biochemical, fluorescence, uHTS | Cysteine protease ATG4B (Homo sapiens), Q9Y4P1 | ATG4B cleavage of LC3-PLA2, NBD-HPC fluorescence, 1 h | inhibition, % at 8.33 µM | 340,000 tested, 0.51% active | AID 504462, 2011; in the data active = inhibition above about 40%
* hit, by the source's call; ? = inconclusive; nt = not tested or not shown. No enrichment for hits; 3% or so of the library scored in one or more.

Second line of a record: UBC13 polyUb | APJ antagonist | Gli-Sufu block | APJ ag | EBI2 antag | ATG4B inh | CCR6 antagonist | CXCR6 block
> Oc1ccccc1-c1nc(N2CCCC2)c2ccccc2n1
  16.8 | 0.0 | 9.2 | -3.9 | 11.2 | 0.1 | 0.2 | 10.2
> C=C(C)C1CC=C(C)/C(=N/NC(=O)CNc2ccc(OCC)cc2)C1 (centres undefined)
  -12.5 | -6.9 | -6.2 | -1.0 | 4.4 | -4.4 | 5.7 | -3.0
> Cc1ccc(NS(=O)(=O)c2cccc3nsnc23)cc1[N+](=O)[O-]
  -9.1 | 5.2 | 4.2 | -2.4 | 4.7 | 2.4 | 24.8 | 3.6
> O=C(Nc1ccc2c(c1)OCCO2)c1ccccc1
  0.3 | 9.1 | 15.8 | -2.1 | 2.0 | 0.5 | 16.4 | -4.7
> Cc1ccc(N(CC(=O)NC2CCCCC2)S(=O)(=O)c2cccs2)cc1
  1.2 | 8.5 | 4.1 | -3.3 | -4.7 | -5.4 | 3.5 | -0.8
> CC(=O)Nc1ccc2nc(NC(=O)COc3ccccc3C)sc2c1
  11.4 | 2.7 | -13.9 | 2.8 | -1.8 | -12.2 | 15.3 | 2.9
> COc1cc(C(=O)NC2CCN(Cc3ccccc3)CC2)cc(Cl)c1OC(C)C
  4.3 | 1.9 | 26.3 | 0.2 | 6.6 | -3.4 | -11.1 | 0.3
> O=C(CNc1cccc(C(F)(F)F)c1)Nc1cccc(S(=O)(=O)N2CCCC2)c1
  20.5 | 10.1 | -1.1 | -3.5 | 8.4 | -31.0 | 16.5 | -7.9
> O=C(NCCCN1CCOCC1)c1ccc(Br)s1
  15.0 | -2.8 | 3.6 | -1.9 | -5.1 | 4.3 | 2.8 | -1.3
> Cc1ccc(S(=O)(=O)NCCCC(=O)O)cc1
  0.3 | 4.3 | 0.3 | -3.8 | 3.4 | 6.6 | 1.7 | 5.0
> CCCN(CCC)CCN1C(=O)C2C(C(=O)Nc3cccc(SC)c3)C3C=CC2(O3)C1C(=O)NC1CCCCC1 (centres undefined)
  10.9 | 15.1 | 25.2 | -3.2 | -0.4 | -0.4 | 9.7 | 7.6
> CC1Oc2ccccc2N(CC(=O)Nc2ccc3c(c2)OCO3)C1=O (centres undefined)
  7.3 | 1.6 | 4.7 | -4.5 | 7.7 | -4.4 | -4.0 | -0.1
> CC1CC(C(F)(F)F)n2ncnc2N1 (centres undefined)
  8.7 | 15.9 | 9.2 | -1.9 | 1.7 | -10.3 | -12.5 | -9.1
> O=C(CCCN1C(=O)/C(=C/c2cccs2)SC1=S)Nc1ccccc1O
  -8.8 | -12.0 | 12.7 | 4.1 | -3.1 | -2.3 | 7.7 | -2.1
> O=C(c1ccc(F)cc1)N1CCN(Cc2ccccc2Br)CC1
  -2.3 | 6.2 | 4.5 | 7.1 | 19.4 | -6.9 | -29.4 | 4.1
> CCCNC(=O)COc1cccc(C(=O)NCc2ccccc2)c1
  13.7 | 7.9 | 9.4 | -3.5 | -19.6 | 2.8 | -0.7 | -2.3
> CC(=O)C1=NN(c2ccccc2)C(c2cccs2)N1c1ccc(N(C)C)cc1 (centres undefined)
  -20.4 | -11.1 | 78.8* | 2.4 | -15.7 | 11.1 | 4.1 | 1.4
> COc1ccc(NC(=O)c2ccccc2NC(=O)NC2CCCCC2)cc1
  -3.7 | 3.1 | -24.5 | -3.3 | -1.0 | -3.8 | 2.4 | -4.1
> CC1CCCCC12NC(=O)N(CC(=O)Nc1cccc(S(=O)(=O)N3CCCCC3)c1)C2=O (centres undefined)
  1.5 | -5.7 | 3.8 | 1.7 | 8.9 | -9.3 | 12.9 | 2.4
> CCOC(=O)CC(=O)Nc1ccn[nH]1
  7.9 | 8.0 | -1.1 | -2.1 | -5.2 | -0.6 | -9.4 | -1.9
> COc1ccc(C(=NN)c2ccc(OC)cc2)cc1
  1.9 | -1.7 | -15.6 | -2.7 | -0.8 | -6.1 | -5.0 | 4.7
> COc1ccc(N2C3=C(CC4=C2CC(C)(C)CC4=O)C(=O)CC(C)(C)C3)cc1
  5.4 | -18.3 | 8.2 | -3.0 | 16.5 | 7.2 | 34.1 | 3.9
> COc1ccc(CCNC(=O)CCCOc2ccc(C)cc2)cc1OC
  -1.3 | 5.0 | 0.1 | 0.8 | -5.2 | -8.7 | 17.0 | 3.8
> COC(=O)c1ccc(CN(C)S(=O)(=O)c2cccs2)cc1
  -0.2 | 7.6 | -18.3 | -0.5 | -1.7 | -5.5 | 16.4 | -4.6
> CCN(CC(=O)Nc1c(F)cccc1F)C(=O)c1cccc(-n2cnnn2)c1
  2.8 | 12.1 | -1.9 | -0.4 | 6.0 | 6.0 | 8.6 | 3.4
> Cc1nc2ccccc2n1C1CCN(CC(=O)NCc2ccc(F)cc2)CC1
  -12.9 | -7.2 | 12.3 | 1.4 | -6.1 | -12.4 | 3.1 | 3.8
> Cc1nc(OCc2c(C)noc2C)c2ccccc2n1
  3.5 | 2.0 | -1.6 | -4.1 | 0.7 | -2.0 | 5.2 | -4.8
> Cc1cccc(NS(=O)(=O)c2cc3c4c(c2)CCN4C(=O)CC3)c1C
  2.6 | 14.2 | -5.2 | 0.4 | 3.5 | -4.5 | 3.1 | 2.7
> CCc1ccccc1NC(=O)c1ccc(Cn2cc([N+](=O)[O-])cn2)cc1
  -7.0 | -13.8 | 3.6 | 0.8 | 1.4 | 0.5 | -16.4 | -3.2
> CCC(C)C(=O)NCCc1ccc(S(N)(=O)=O)cc1 (centres undefined)
  2.4 | 0.4 | -9.1 | -2.3 | -12.3 | 0.0 | -7.2 | -0.4

Other results follow:
Second line of a record: UBC13 polyUb | APJ antagonist | Gli-Sufu block | APJ ag | EBI2 antag | ATG4B inh | CCR6 antagonist | CXCR6 block
> O=C(O)c1cccc(S(=O)(=O)Nc2ccc(-c3ccccc3)cc2)c1
  -22.6 | 3.3 | -12.0 | 1.0 | 7.3 | -7.1 | 4.2 | 1.9
> COc1ccccc1N1CCN(C(=O)C(C)NC(=O)c2cccc([N+](=O)[O-])c2)CC1 (centres undefined)
  -7.4 | 2.4 | 26.7 | -0.6 | -2.5 | -3.6 | -4.3 | -2.5
> CCc1ccc(C(=O)NC(=S)Nc2ccc(N3CCOCC3)cc2)cc1
  10.7 | -4.8 | -34.4 | -3.7 | 2.5 | -17.1 | 15.1 | 3.0
> CC(=O)Oc1cccc(N2C(=O)c3ccc(C(=O)O)cc3C2=O)c1
  9.0 | 13.4 | -0.9 | -1.5 | 3.8 | -1.6 | 12.8 | 0.7
> Cc1cccc(C(=O)OC(C)C(=O)NCC2CCCCC2)c1O (centres undefined)
  ? | 5.6 | 1.2 | -1.9 | -14.0 | -4.6 | 8.9 | 0.6
> O=C(CSc1nc2ccccc2c(=O)[nH]1)Nc1ccc([N+](=O)[O-])cc1
  8.4 | 25.2 | 20.6 | -3.9 | 3.0 | 0.6 | 8.9 | 1.9
> O=C(Nc1cccc(Cl)c1)NC1CCCCC1
  14.1 | 1.3 | -51.5 | -3.0 | -8.0 | 20.3 | -6.6 | 2.6
> CN(C(=O)COC(=O)CCCc1c[nH]c2ccccc12)c1c(N)n(Cc2ccccc2)c(=O)[nH]c1=O
  2.9 | -5.6 | -2.0 | 4.4 | 8.9 | -7.1 | -0.3 | -8.5
> O=C(CCCn1c(=S)[nH]c2cc3c(cc2c1=O)OCO3)NCc1ccccc1Cl
  14.5 | 10.3 | 3.5 | -1.3 | -3.0 | 0.9 | 8.4 | -9.0
> Cc1oc(CSCCSCc2cc(C(=O)O)c(C)o2)cc1C(=O)O
  1.2 | 5.4 | -1.8 | -3.0 | -4.7 | 1.4 | -5.3 | -6.5
> O=c1[nH]nc(CNc2cccc(C(F)(F)F)c2)c2ccccc12
  13.7 | 20.7 | 16.3 | -5.0 | 14.4 | -13.1 | 12.8 | -2.3
> O=C(Cn1ncc2c1-c1ccccc1OC2)N1CCc2ccccc21
  11.7 | 10.5 | -1.0 | -0.7 | 0.2 | -10.2 | 7.3 | 1.1
> COc1ccc(-n2nc(C(=O)NCC(=O)N3CCN(c4cccc(Cl)c4)CC3)c3ccccc3c2=O)c(OC)c1
  36.4 | 14.8 | -1.4 | 0.0 | 4.6 | -2.4 | 15.3 | -1.2
> COc1ccc(-c2sc3cc(OC)ccc3c2-c2ccc(OCCN3CCOCC3)cc2)cc1
  nt | nt | 4.5 | nt | 23.2 | -5.5 | -4.9 | -7.1
> CCn1c(SCC(=O)Nc2ccc(C)cc2)nc2nc3c(cc2c1=O)CCCC3
  12.2 | 8.7 | 41.9 | 2.3 | 20.1 | 6.5 | 3.3 | -2.4
> C/C(=N/NS(=O)(=O)c1cc(C)ccc1C)c1ccc2c(c1)OCO2
  -5.0 | -2.9 | -4.8 | -8.0 | -1.5 | -9.9 | 5.8 | 8.2
> CC(=O)Nc1ccc(S(=O)(=O)N2CC(=O)NC(=O)C2)cc1
  -6.8 | -27.8 | -3.8 | 6.5 | 0.1 | -1.0 | 13.4 | -2.6
> CCOc1ccc(N(C(=O)c2ccc3c(c2)OCO3)C2C=CS(=O)(=O)C2)cc1 (centres undefined)
  -5.6 | 9.8 | -5.7 | -5.4 | -0.9 | -0.2 | 14.9 | -1.1
> O=C(CCc1ccccc1)OCC(=O)c1ccc(Br)cc1
  -1.6 | 6.6 | -13.7 | -5.8 | -7.3 | 4.5 | 18.8 | 4.2
> O=C(CNC(=S)NC(=O)c1ccccc1Br)c1ccccc1
  9.6 | -2.8 | -16.8 | -0.3 | 9.1 | -1.0 | 10.8 | -10.7
> C=CCN1c2ccccc2C(=O)CS1(=O)=O
  7.9 | 1.1 | 0.9 | -4.3 | -15.6 | 9.1 | 1.4 | 8.0
> CCCCN1C(N)=NC[C@@H]1Cc1ccccc1
  -6.3 | 9.5 | 13.1 | 9.3 | -1.3 | 3.8 | 0.7 | -0.4
> Cc1cccc(C)c1NC(=S)N/N=C/c1ccc(C(=O)O)cc1
  -15.2 | 16.3 | 6.0 | 6.3 | 1.4 | -2.6 | 10.8 | 0.4
> CC(C)NC(=O)CCCC(=O)NC(C)C
  7.6 | 6.3 | 2.7 | 0.5 | 1.0 | -4.2 | 0.5 | -4.4
> C=CCOc1ccc(/C=C/C(=O)OCC(=O)NCc2cccs2)cc1
  4.4 | 10.6 | -17.4 | -2.1 | -12.7 | 5.7 | 20.7 | 3.8
> C/C(=N\NC(=O)Cc1ccc(O)cc1)c1cccnc1
  -0.2 | 5.5 | -16.3 | -1.0 | -4.0 | 4.8 | 3.9 | 4.5
> CCOC(=O)c1ccc(NC(=O)CCOc2ccc(OC)cc2)cc1
  -3.6 | 8.8 | -1.6 | -2.0 | 1.8 | -12.0 | -25.0 | -8.0
> COc1cccc(NC(=O)C2C(c3ccccc3)C2(Cl)Cl)c1 (centres undefined)
  3.8 | 1.0 | nt | 1.8 | 9.3 | 10.5 | -1.0 | -11.5

2 records drawn at random from the list so far:
Second line of a record: UBC13 polyUb | APJ antagonist | Gli-Sufu block | APJ ag | EBI2 antag | ATG4B inh | CCR6 antagonist | CXCR6 block
> CCCCN1C(N)=NC[C@@H]1Cc1ccccc1
  -6.3 | 9.5 | 13.1 | 9.3 | -1.3 | 3.8 | 0.7 | -0.4
> C/C(=N\NC(=O)Cc1ccc(O)cc1)c1cccnc1
  -0.2 | 5.5 | -16.3 | -1.0 | -4.0 | 4.8 | 3.9 | 4.5
